# proCasp7 act: procaspase-7 activators, primary screen, counter-screen for procaspase-3 activator project, biochemical, absorbance, HTS, human. Caspase-7 (Homo sapiens), P55210. recombinant procaspase-7, Ac-DEVD-pNA absorbance 405 nm; D23A/D198A/D206A triple mutant, cannot self-cleave; scale: DMSO 0, 5 µM enzyme 100. activation, % at 8.5 µM. 330,000 tested, 0.093% active. AID 463210, 2010;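 active = percent activation above the screen-wide mean plus 3 SD, cut at about 25% in these data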
# Target sequence (P55210 whole entry D23A/D198A/D206A): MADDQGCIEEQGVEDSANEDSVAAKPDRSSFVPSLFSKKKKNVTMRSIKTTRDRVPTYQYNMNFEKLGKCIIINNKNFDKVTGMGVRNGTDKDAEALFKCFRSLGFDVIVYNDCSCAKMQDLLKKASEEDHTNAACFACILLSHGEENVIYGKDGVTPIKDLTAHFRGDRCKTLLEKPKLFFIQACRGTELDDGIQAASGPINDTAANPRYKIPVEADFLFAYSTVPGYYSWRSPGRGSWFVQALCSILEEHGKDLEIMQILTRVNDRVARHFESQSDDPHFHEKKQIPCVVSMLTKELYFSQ
#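 buffer or medium = Zinc-free HEPES/NaCl buffer, pH 7.4 | material = Procaspase-7 triple mutant (PC-7 D3A) | input = 2 µM procaspase-7 mutant as dispensed | signal = Epi-absorbance of released pNA at 405 nm, two timepoints | timing = 1 h preincubation, 2 h reaction | replicates = singlicate compound testing | evaluation = % activation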
# TPT1 inh: Candida albicans TPT1 enzyme inhibitors, primary screen, biochemical, fluorescence polarization; 300,000 tested, 0.81% active; inhibition, % at 5 µM; AID 1962, 2009; tRNA 2'-phosphotransferase TPT1 (Candida albicans SC5314); recombinant caTPT1, FP RNA substrate dephosphorylation;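 active = inhibition above the mean of all tested compounds plus 3 SD, set per screening campaign, cut at about 24% in these data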;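 note: plate controls were DMSO alone for no effect and ferristatin control at 100 nM for full effect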
# proCasp3 act: activators of human procaspase-3 D3A mutant, primary screen, biochemical, absorbance, PC-3 D3A mutant, single concentration; Caspase-3 (Homo sapiens), P42574; recombinant procaspase-3 D3A, Ac-DEVD-pNA absorbance 405 nm; activation, % at 8.5 µM; 330,000 tested, 0.11% active; AID 463141, 2010;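 active = activation above the mean of all tested compounds plus 3 SD, cut at about 21% in these data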;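 note: 0% = DMSO alone and 100% = DMSO wells spiked with extra 5 µM PC-3 D3A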
# Target sequence (P42574 whole entry D9A/D28A/D175A): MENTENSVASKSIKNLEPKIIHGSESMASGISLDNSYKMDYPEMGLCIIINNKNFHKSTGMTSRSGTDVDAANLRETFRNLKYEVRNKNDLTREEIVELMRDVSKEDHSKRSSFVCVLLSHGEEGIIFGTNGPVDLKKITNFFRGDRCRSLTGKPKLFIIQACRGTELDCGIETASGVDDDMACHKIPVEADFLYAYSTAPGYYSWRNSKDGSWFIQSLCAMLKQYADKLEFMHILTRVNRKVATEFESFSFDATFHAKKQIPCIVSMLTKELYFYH
#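 Compound: 8.5 µM single point, 0.8% DMSO / Material: Autoprocessing-dead procaspase-3 D3A mutant enzyme / Timing: 1 h preincubation plus 2 h reaction at 25 °C / Medium: Zinc-free HEPES/NaCl buffer with 0.01% Triton X-100 at pH 7.4 / Technique: 405 nm absorbance of p-nitroaniline, reads at 0 and 120 min / Repeats: one well per compound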
# Fh CTSL1 inh: Fasciola hepatica cathepsin L1 inhibitors, primary screen, counter-screen for PFM18AAP inhibitor project, biochemical, QFRET, fluorogenic peptide substrate; 300,000 tested, 0.49% active; inhibition, % at 5.96 µM; recombinant F. hepatica cathepsin L1, Z-Leu-Arg-MCA fluorescence; AID 1906, 2009;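 active = inhibition above the mean of all tested compounds plus 3 SD, set per screening campaign, cut at about 17% in these data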;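 note: 0% = plate median of test compound wells and 100% = 1 µM Z-Phe-Ala-diazomethylketone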
# PP5 inh: PP5 phosphatase inhibitors, primary screen, biochemical, fluorescence. AID 1987, 2009. 320,000 tested, 0.18% active. purified PP5c, OMFP substrate fluorescence. Serine/threonine-protein phosphatase 5 (Homo sapiens), P53041. inhibition, % at 6.7 µM;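 active = inhibition above the campaign's mean inhibition across all tested compounds plus 3 SD, cut at about 9.5% in these data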;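 note: 0% = DMSO only and 100% = 100 µM cantharidin control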
# Target sequence (P53041 whole entry, looked up): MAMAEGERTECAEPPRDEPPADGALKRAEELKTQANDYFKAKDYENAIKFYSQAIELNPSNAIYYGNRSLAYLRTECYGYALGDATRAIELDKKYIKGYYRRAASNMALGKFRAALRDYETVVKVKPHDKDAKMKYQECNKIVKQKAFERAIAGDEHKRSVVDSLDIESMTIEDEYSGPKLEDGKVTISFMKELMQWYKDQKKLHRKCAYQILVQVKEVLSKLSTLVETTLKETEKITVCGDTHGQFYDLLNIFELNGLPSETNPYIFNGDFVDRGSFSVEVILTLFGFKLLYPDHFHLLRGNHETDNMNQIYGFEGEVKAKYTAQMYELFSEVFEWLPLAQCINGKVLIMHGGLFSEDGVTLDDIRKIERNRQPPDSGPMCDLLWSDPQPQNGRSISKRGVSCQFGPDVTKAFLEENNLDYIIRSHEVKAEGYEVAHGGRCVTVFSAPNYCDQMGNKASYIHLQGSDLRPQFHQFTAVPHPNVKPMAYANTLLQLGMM
# PP1 inh: PP1-alpha phosphatase inhibitors, primary screen, counter-screen for PP5 inhibitor project, biochemical, fluorescence, OMFP substrate, single point; inhibition, % at 6.7 µM; purified PP1alpha; AID 2235, 2010; 320,000 tested, 0.9% active;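 active = inhibition above the mean inhibition of all tested compounds plus 3 SD, computed separately for each screening campaign, cut at about 15% in these data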
# Efflux pump inh: inhibitors of Candida efflux pumps in yeast, primary screen, S. cerevisiae, Nile Red, multiplex. S. cerevisiae Candida pump triplex. AID 485275, 2010. 330,000 tested, 0.44% active. inhibition, % at 10 µM;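 active = plate passing quality check with inhibition over a set limit, or well fluorescence over plate mean plus 4 SD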;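 note: Nile Red retained in pooled yeast measured as flow cytometry median fluorescence; 0% = buffer negative control and 100% = Enniatin B positive control; higher means more Nile Red kept so more efflux inhibition; some compounds called inactive have numbers as strong as hits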
# JMJD2C inh: inhibitors of GASC-1 histone demethylase, primary screen, biochemical, fluorescence, DELFIA europium; 330,000 tested, 0.069% active; AID 2099, 2009; GST-JMJD2C(1-420) H3K9me3 demethylation; inhibition, % at 2.35 µM;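 active = more than half of a compound's replicate wells show inhibition beyond 50%, single wells judged on their own value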;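 note: signal counts dimethyl H3K9 product captured on neutravidin plate; 0% = median of DMSO wells and 100% = 0.3 times that DMSO median; strong numbers were not always called active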
# HCV core dimer: inhibitors of HCV core protein dimerization, primary screen, biochemical, TR-FRET, high-throughput | AID 1899, 2009 | 300,000 tested, 0.33% active | inhibition, % at 5 µM | TR-FRET GST/Flag-core106 dimerization, 1536-well;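 active = inhibition above the mean of all tested compounds plus 3 SD, set per screening campaign, cut at about 45% in these data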
#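 Assay system: Tagged HCV core106 pair (GST and Flag) | Buffer or medium: KF-containing HEPES buffer, pH 7.45, DTT, CHAPS, BSA | Also added: Eu donor and XL665 acceptor anti-tag antibodies | Dosing: One concentration, 5 µM, in 0.5% DMSO | Timing: 4 h at 22.5 °C | Technique: TR-FRET 671 and 617 nm emission | Repeats: Singlicate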
# * marks the source's active call; other numbers are inactive results; i = inactive; . = not tested or not shown. Compounds as they come; overall some 2.9% were active at least once.
# Sequence of screens – proCasp7 act	TPT1 inh	proCasp3 act	Fh CTSL1 inh	PP5 inh	PP1 inh	Efflux pump inh	JMJD2C inh	HCV core dimer
O=C(Cn1[nH]c(=O)c2ccccc2c1=O)Nc1ccc(-c2nnc3n2CCCCC3)cc1
  2	-4	2	-4	1.2	1	0.0	7	2
O=C(CCc1nnc(C2CCCCC2)o1)N1CCCCC1CCn1cccn1 (stereo unspecified)
  -8	-4	-1	-4	2.5	0	0.0	-10	-2
CCC(C(=O)Nc1ccc(C(=O)O)cc1NC(=O)C(CC)c1ccccc1)c1ccccc1 (stereo unspecified)
  0	0	-1	3	4.6	1	-0.2	8	11
CC(C)NC(=O)c1ccccc1-c1ccccc1
  16	1	2	2	0.6	-1	0.1	6	0
NC(=O)c1cc([N+](=O)[O-])ccc1NCC1CCCCC1
  -7	-1	0	6	6.3	5	-0.1	14	11
CC(C)Oc1ccc(CN2CCC(n3nccc3NC(=O)C3CC3)CC2)cc1
  5	-2	6	-3	0.5	-4	0.1	3	5
COc1ccccc1NC(=O)Nc1nc(CC(=O)Nc2ccccc2F)cs1
  2	-2	13	3	2.6	0	-0.1	2	-2
CCc1nc2nc(C)c(NS(=O)(=O)c3ccc4c(c3)CCCC4)c(=O)n2[nH]1
  8	-1	6	2	-0.2	-1	0.1	6	7
Cc1ccc(CN2CCN(Cc3cccn3-c3ccc(Cl)cn3)CC2CCO)o1 (stereo unspecified)
  -3	2	9	-1	1.8	-1	-0.2	-1	4
Cc1cccc(C(=O)Nc2cccc(OCC(=O)O)c2)c1
  4	-5	-2	1	1.8	0	0.0	1	1
COc1cc(C)nc(N2CCCC(C(=O)Nc3ccccc3Br)C2)n1 (stereo unspecified)
  0	2	-4	-1	3.2	-4	1.4	-4	-7
O=C(Cn1cc(C(=O)c2ccco2)c2ccccc21)NC1CCCCC1
  4	1	3	2	-1.3	4	0.1	-3	6
COc1ccc(/C=C/C(=O)O)cc1COc1ccccc1C
  -5	-3	6	-5	-2.1	-1	-0.1	3	4
Cc1cc(C)cc(OCC(=O)N(Cc2cccs2)C2CCS(=O)(=O)C2)c1 (stereo unspecified)
  4	4	-3	7	0.2	-2	-0.1	-1	-4
CCN(CC)CCn1c2c(c(SCC(=O)Nc3nc(C)cs3)nc1=O)CCC2
  -2	1	-2	7	0.0	-2	0.0	9	2
O=c1c(F)cn(C2CCCO2)c(=O)n1Cc1ccccc1Cl (stereo unspecified)
  -10	1	3	6	1.5	-2	0.1	-8	-1
c1ccc(NC2=NCCN2CCC2CCCCC2)cc1
  -2	-2	5	1	-0.8	-6	0.0	3	5
O=C1C=C(c2ccc(Cl)cc2)C(=O)N1Nc1ccccc1
  -13	-4	-16	0	2.9	0	-0.3	10	1
Fc1cccc(Cl)c1/C=C/c1cnc2ccccc2n1
  -6	-6	3	-3	3.0	5	-0.2	-13	-13
Cc1ccc(SCC(=O)NCc2ccccc2C)cc1
  3	-4	3	1	-2.9	0	0.1	i	-6
Cc1c(-c2ccccc2)nnn1-c1ccc(F)cc1F
  5	0	-7	-1	-1.0	-1	-0.2	26	-3
Cc1nc(C)c2c(c1C(F)(F)F)-c1ccccc1C2(F)F
  0	0	2	5	1.1	2	-0.1	3	2
C/C(=N\N1C(=O)c2ccccc2NC1c1ccco1)c1ccccc1O (stereo unspecified)
  0	-1	8	3	-0.1	-5	0.1	3	-1
O=C(COC(=O)c1ccccc1C(=O)c1ccc(Cl)cc1)NCc1ccccc1
  6	3	-4	-5	-0.1	-3	0.0	-8	3
CC1(C)CC(=O)C2=C(C1)OC(N)=C(C#N)C2c1cn(-c2ccccc2)nc1-c1ccc(F)cc1 (stereo unspecified)
  1	1	6	1	2.5	2	0.1	-2	4
NC(=O)c1nsc(C(=O)N(CC(=O)NC2CCCCC2)Cc2ccc(F)cc2)c1N
  -6	2	0	4	0.5	0	-0.1	4	-8
O=C(CSc1nc2cccnc2n1Cc1ccccc1)N1CCCC1
  0	3	-9	1	3.6	0	0.1	10	5
OCCC1CN(Cc2ccc3nsnc3c2)CCN1C1CCCC1 (stereo unspecified)
  9	-1	9	-3	1.0	-3	0.3	-3	-3
CCCCNC(=O)C1Cc2cc(S(=O)(=O)N3CCCC3)ccc2N1C(C)=O (stereo unspecified)
  10	1	2	-2	0.7	-1	-0.1	-7	1
O=C(CCCn1ncn2c(cc3occc32)c1=O)N1CCc2ccccc2C1
  1	-8	-7	-4	0.0	-2	0.0	5	2
CCOC(=O)c1ccc(-n2c(C)ccc2C)cc1
  -2	1	-3	0	-0.4	-2	-0.1	4	11
COc1cccc2c1OCC/C2=N\NC(=O)COc1ccc(C)cc1
  1	2	19	1	1.0	2	0.1	-5	-3
O=C(CSc1nnc(Cn2nnc3ccccc32)o1)Nc1ccc(Cl)cc1
  1	0	5	-1	1.2	-2	0.0	-1	-4
CC(Sc1nc(N)c2c3c(sc2n1)CSC(C)(C)C3)C(=O)Nc1ccccc1 (stereo unspecified)
  -3	-1	8	-2	4.9	3	-0.2	-5	-5
CCCN1CCC(NC(=O)C2CC=CCC2C(=O)O)CC1 (stereo unspecified)
  2	-4	-6	7	-9.2	-5	-0.5	-1	-22
Nc1nc(CSc2ccccc2)nc(N2CCCCC2)n1
  3	4	5	-3	3.2	-1	-0.1	3	8
Cc1cc(OCC(=O)NC2CCN(C)CC2)ccc1[N+](=O)[O-]
  3	-2	-1	3	-2.0	1	-0.3	4	-4
O=C(O)Cc1sc(Nc2ccccc2)nc1-c1ccc(Cl)cc1
  -18	-3	-17	2	0.3	0	-0.3	20	-1
Nn1c(=O)c2ccccc2n2c(SCc3ccc(C(F)(F)F)cc3)nnc12
  2	-1	3	6	2.3	3	-0.1	6	7
CC(CNS(=O)(=O)c1ccccc1)(c1ccccc1)N1CCCCC1 (stereo unspecified)
  2	-2	5	-5	-0.6	-4	0.2	25	-1
CC(Oc1ccc(Cl)cc1)/C(N)=N/O (stereo unspecified)
  1	1	-1	-5	-0.5	2	0.0	i	-4
CCNC(=S)N(CCN(C)C)Cc1cc2cc3c(cc2[nH]c1=O)OCO3
  -8	6	-3	-1	-0.7	-1	0.2	-26	-1
O=C(Nc1cc(S(=O)(=O)N2CCCCC2)ccc1Cl)c1ccncc1
  -3	.	2	.	-0.6	-2	-0.1	-7	.
Cc1ccc(C(=O)Nc2ccc(S(=O)(=O)Nc3cnc4ccccc4n3)cc2)cc1
  -5	2	-2	2	4.3	3	0.3	1	13
Oc1ccccc1N1CCN(CC(O)COC2CCCc3ccccc32)CC1 (stereo unspecified)
  -1	2	-2	-3	0.3	1	-0.1	10	1
CC(NC(=O)COC(=O)CNS(=O)(=O)/C=C/c1ccccc1)c1ccccc1 (stereo unspecified)
  6	.	10	.	-0.2	-5	0.0	0	.
CCCN(CC(=O)Nc1ccccc1C)C(=O)COc1ccc2c(c1)CCC2
  0	1	6	1	3.0	1	0.6	-2	0
CCCCNc1c(-c2ccc(OC)c(Sc3ccc(OC)cc3)c2)nc2ccccn12
  11	0	-5	1	1.4	9	0.0	1	3
Cc1ccccc1OCCC(=O)OCC(=O)c1c(N)n(CC(C)C)c(=O)n(C)c1=O
  11	0	9	-7	4.2	0	6.2*	-3	3
O=C(COC(=O)c1ccc[nH]c1=O)NCCc1ccc(F)cc1
  2	2	5	4	0.8	-3	0.0	-13	4
COc1ccc(NS(=O)(=O)c2cccc(C(=O)NCC3(N(C)C)CCCCC3)c2)cc1
  3	-1	-1	-4	-1.2	-2	0.2	-2	-4
C[C@H](NC(=O)c1[nH]cnc1C(=O)Nc1ccc(CNC(=O)OC(C)(C)C)cc1)C(=O)OC(C)(C)C
  -6	0	0	-1	8.2	6	0.5	29	-6
O=C(NC(=S)Nc1ccccc1)c1cc([N+](=O)[O-])ccc1N1CCOCC1
  -1	4	-3	2	4.4	2	-0.1	-9	12
Cc1cccc(C)c1NC(=O)COC(=O)[C@@H]1CCCN1C(=O)c1cccs1
  0	.	7	.	.	.	-0.2	4	.
CC(=O)N1c2ccc(S(=O)(=O)NCCC(=O)Nc3ccc(OC(F)(F)F)cc3)cc2CC1C (stereo unspecified)
  0	1	4	-1	1.9	0	0.0	12	5
COc1ccc(CCN2C(=S)N(c3ccccc3)C(=O)C2CC(=O)O)cc1OC (stereo unspecified)
  -8	1	0	0	2.7	1	0.1	-44	12
O=C(Nc1ccc([N+](=O)[O-])cn1)C1CC2CCC1C2 (stereo unspecified)
  3	-3	-3	0	1.4	-3	0.5	-11	-2
COC(=O)c1ccc(Cl)c(NC(=O)Cc2ccccc2[N+](=O)[O-])c1
  7	-1	15	-3	1.3	-2	0.1	-4	-4
O=C(COc1ccccc1)N1CCN(C(=O)c2cccc(F)c2)CC1
  8	-2	-2	-4	1.2	-3	-0.1	5	-3
O=C(NC(=S)NC1CCSC1=O)c1ccccc1F (stereo unspecified)
  -3	-1	-13	-2	-0.8	2	0.5	1	-3

# Carrying on:
# Sequence of screens – proCasp7 act	TPT1 inh	proCasp3 act	Fh CTSL1 inh	PP5 inh	PP1 inh	Efflux pump inh	JMJD2C inh	HCV core dimer
CCCCn1c(N)c(N(CCOC)C(=O)c2ccc(Cl)c(S(=O)(=O)N3CCCC3)c2)c(=O)[nH]c1=O
  -1	-1	1	2	0.2	-3	0.1	-5	-8
NC(=O)C1CCN(c2ccc(S(=O)(=O)N3CCCCC3)cc2[N+](=O)[O-])CC1
  -6	.	1	.	.	.	-0.1	2	.
CCC(NC(=O)Nn1cnnc1)(C(F)(F)F)C(F)(F)F
  -1	-1	3	2	1.1	-4	0.2	6	-4
N/C(=N\OC(=O)Cc1ccccc1)c1ccccn1
  -13	-4	10	-8	-0.1	-3	0.0	-6	2

# Screening results: PubChem, several laboratories
